From PubChem BioAssay
JMJD2A Tudor inh – inhibitors of human JMJD2A Tudor domain; O75164; AlphaScreen JMJD2A-Tudor / H3K4me3 peptide binding; 4.4% of 390,000 active; Potency, µM (titrated, usually from 114 µM), without a hit: top-dose activity change, negative = inhibition, most hits filed as inhibitors; further: on the % scale 0 is the no-effect control and ±100 the full control effect; nearly all actives have a fitted effect of over 50% in size
BAZ2B block – inhibitors of human BAZ2B bromodomain. Q9UIF8. AlphaScreen BAZ2B-H3K14Ac peptide displacement. Potency, µM (series often up to 114 µM), for the others: at the top dose activity change, negative = inhibition, most hits filed as inhibitors. 4.4% of 360,000 active; further: on the % scale 0 is the no-effect control and ±100 the full control effect; nearly all actives have a fitted effect of over 60% in size
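AlphaScreen displacement: compounds (up to 110uM) incubated 30 min at room temperature with a preformed 50 nM BAZ2B/50 nM biotinylated H3K14Ac peptide complex in PBS pH 7.4 with Tween-20. Donor and acceptor beads at 10 ug/mL final added, 20 min light-protected before reading.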
Pol eta inh – DNA polymerase eta (human) inhibition. Q9Y253. AID 588591. 1.2% of 390,000 active. recombinant Pol eta, fluorescent DNA replication assay. Potency, µM (series often up to 114 µM), for the others: at the highest dose activity change, negative = inhibition, hits mostly inhibitors; further: on the % scale 0 is the no-effect control and ±100 the full control effect
Target sequence (Q9Y253 whole entry, looked up): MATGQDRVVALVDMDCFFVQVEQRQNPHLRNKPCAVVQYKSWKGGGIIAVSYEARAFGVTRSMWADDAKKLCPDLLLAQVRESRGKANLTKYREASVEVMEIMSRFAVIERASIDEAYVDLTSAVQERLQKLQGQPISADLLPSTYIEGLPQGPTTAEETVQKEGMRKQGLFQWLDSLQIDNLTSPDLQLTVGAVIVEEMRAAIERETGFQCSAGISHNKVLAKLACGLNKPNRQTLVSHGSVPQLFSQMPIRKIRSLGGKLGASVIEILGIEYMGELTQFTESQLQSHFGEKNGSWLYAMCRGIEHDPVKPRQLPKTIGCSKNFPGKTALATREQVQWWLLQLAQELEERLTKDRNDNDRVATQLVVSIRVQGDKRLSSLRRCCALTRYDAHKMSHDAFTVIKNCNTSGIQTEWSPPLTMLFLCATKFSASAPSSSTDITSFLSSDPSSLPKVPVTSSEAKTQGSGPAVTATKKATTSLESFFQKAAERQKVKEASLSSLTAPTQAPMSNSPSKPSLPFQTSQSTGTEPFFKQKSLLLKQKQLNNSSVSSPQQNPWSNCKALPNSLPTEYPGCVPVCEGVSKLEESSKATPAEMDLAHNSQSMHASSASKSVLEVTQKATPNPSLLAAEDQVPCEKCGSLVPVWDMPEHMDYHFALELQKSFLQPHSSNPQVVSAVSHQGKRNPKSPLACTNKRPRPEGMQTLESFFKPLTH
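Pol eta at 10 nM preincubated with compounds 15 min at room temperature; reaction started with fluorescent substrate (50 nM final) and read kinetically at 0 and 10 min.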
APE1 inh – APE1 (human) endonuclease inhibition; Potency, µM (series often up to 65.8 µM), for the others: at the top dose activity change, negative = inhibition, most hits filed as inhibitors; recombinant APE1, TAMRA/BHQ-2 abasic DNA cleavage fluorescence; AID 2517; P27695; 0.35% of 350,000 active;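 further: plate controls were vehicle for no effect and reference inhibitor for full effect; nearly all actives have a fitted effect of over 55% in size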
Target sequence (P27695 whole entry, looked up): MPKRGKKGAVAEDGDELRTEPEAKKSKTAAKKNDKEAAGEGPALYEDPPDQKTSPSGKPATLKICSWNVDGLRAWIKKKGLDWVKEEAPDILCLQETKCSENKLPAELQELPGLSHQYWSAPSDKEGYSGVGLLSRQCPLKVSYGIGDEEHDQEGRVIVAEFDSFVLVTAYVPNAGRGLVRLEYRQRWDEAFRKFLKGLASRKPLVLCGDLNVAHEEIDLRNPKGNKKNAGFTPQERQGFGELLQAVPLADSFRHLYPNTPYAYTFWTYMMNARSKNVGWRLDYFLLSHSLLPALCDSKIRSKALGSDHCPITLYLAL
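APE1 at 0.75 nM preincubated 15 min at room temperature with compound. Reaction then started with 50 nM double-stranded THF-abasic substrate labelled with TAMRA/BHQ-2, and 525/598 nm fluorescence read kinetically. Activity taken as third-minus-first read difference, normalized to DMSO and NSC13755 controls.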
BLM inh – blocks DNA unwinding by human BLM helicase; recombinant BLM DNA unwinding, fluorescence dequenching; 0.2% of 350,000 active; Potency, µM (doses to about 56.1 µM), inactives show top-dose activity change, negative = inhibition, hits mostly inhibitors;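 further: plate controls were vehicle for no effect and no enzyme for full effect; nearly all actives have a fitted effect of over 35% in size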
POLI inh – inhibitors of human DNA polymerase iota; Q9UNA4; Pol iota fluorescent replication assay, 10 min; Potency, µM (titrated, usually from 115 µM), for the others: top-dose activity, negative = inhibition, hits mostly inhibitors; 1% of 390,000 active
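Fluorescent replication assay read twice, at 0 min and 10 min after adding 50 nM (final) substrate. Enzyme (10 nM) and compounds were first incubated 15 min at room temperature; enzyme-free buffer wells were negative controls.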
Pol kappa inh – DNA polymerase kappa (human) inhibition | purified Pol kappa, fluorescent DNA synthesis assay, 10 min | Potency, µM (titrated, usually from 107 µM), inactives show at the highest dose activity, negative = inhibition, usual class: inhibitors | 0.53% of 400,000 active | AID 588579; further: on the % scale 0 is the no-effect control and ±100 the full control effect
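50 nM final substrate added after 15 min RT preincubation of 10 nM Pol kappa with compound; fluorescence read at 0 and 10 min.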
POLB inh – blocks human DNA polymerase beta activity | P06746 | Pol beta primer extension/strand displacement, fluorescence kinetic | Potency, µM (series often up to 114 µM), for inactives: at the highest dose activity change, negative = inhibition, hits mostly inhibitors | 1.3% of 340,000 active; further: on the % scale 0 is the no-effect control and ±100 the full control effect
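Curves were derived by four-parameter Hill fits of normalized qHTS data. The kinetic fluorescent primer-extension read was taken at 0 and 10 min after 50 nM substrate, following a 15 min room-temperature preincubation of 10 nM enzyme with compounds.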
G9a block – G9a (human) methyltransferase inhibition; Q96KQ7; AID 504332; Potency, µM (top dose mostly 102 µM), without a hit: at the highest dose activity, negative = inhibition, usual class: inhibitors; 8.8% of 350,000 active; G9a H3K9 monomethylation, AlphaScreen, 2 h; further: on the % scale 0 is the no-effect control and ±100 the full control effect; nearly all actives have a fitted effect of over 75% in size
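Methyltransferase reactions run at room temperature for 2 h (20 nM enzyme, 500 nM biotin-H3K9 peptide, 20 uM SAM) after a 15 min compound preincubation; product detected by AlphaScreen beads and anti-H3K9me1 antibody.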
An asterisk follows results filed as active; [ ] = dose if it differs, or a comment. The call rests on the fitted dose curve; in most records, active means well fitted curve in the direction sought with a large enough effect; inconclusive means small, poorly fitted or top-dose-only effect, or another doubt; inactive means no such curve, though single readings can be large; an effect the other way counts as inactive or inconclusive. Potency means the concentration at half of the fitted maximal effect. The list is partial. The share of hits here may be higher or lower than overall.

Results for O=C(CS(=O)CC(=O)Nc1cccc2c1CCCC2)Nc1ccc(F)cc1 (stereo not given) ?
JMJD2A Tudor inh: -13%[57.1 µM]; BAZ2B block: -4%; Pol eta inh: -16%; APE1 inh: -3%; BLM inh: 1%; POLI inh: 9%; Pol kappa inh: -3%; POLB inh: 10%; G9a block: 2%[59 µM]

Results for CCOc1nc(-c2ccccc2)ccc1-c1noc(COC)n1 ?
JMJD2A Tudor inh: 83%[activator]; BAZ2B block: 136%[activator]; Pol eta inh: -3%; APE1 inh: 0%; BLM inh: -15%; POLI inh: 21%; Pol kappa inh: -1%; POLB inh: 8%; G9a block: 76%[activator][59 µM]

What do the screens show for `Cc1nn(C)c(C)c1S(=O)(=O)N1CCC(C(=O)NC2CCCc3ccccc32)CC1` (stereo not given)?
JMJD2A Tudor inh: -31%; BAZ2B block: -4%; Pol eta inh: -12%; APE1 inh: -3%; BLM inh: -6%; POLI inh: 6%; Pol kappa inh: -1%; POLB inh: 21%; G9a block: 7%

How did O=C(O)Cc1sc(NC2CCCCC2)nc1-c1ccc(Cl)cc1 do in these assays?
JMJD2A Tudor inh: -26%; BAZ2B block: inconclusive; Pol eta inh: -20%; APE1 inh: -6%; BLM inh: -4%; POLI inh: -6%; Pol kappa inh: -12%; POLB inh: 1%; G9a block: 40µM*

What do the screens show for `COC(=O)C1C(=O)C2=C(CC1C)NC(=O)CC2c1ccccc1` (stereo not given)?
JMJD2A Tudor inh: -4%; BAZ2B block: 11%; Pol eta inh: -16%; APE1 inh: 1%; BLM inh: 4%; POLI inh: 13%; Pol kappa inh: -6%; POLB inh: -4%; G9a block: 19%[12.7 µM]

Results for CCCN(CCC)Cc1cc2ccccc2c2c1COC2 ?
JMJD2A Tudor inh: 11%; BAZ2B block: 2%; Pol eta inh: -7%; APE1 inh: 6%; BLM inh: 2%; POLI inh: -2%; Pol kappa inh: -13%; POLB inh: -15%; G9a block: inconclusive

What do the screens show for `CCCCC(NS(=O)(=O)c1ccc(C)cc1)C(=O)Oc1ccc2c3c(c(=O)oc2c1)CCC3` (stereo not given)?
JMJD2A Tudor inh: -1%; BAZ2B block: 8%; Pol eta inh: -13%; APE1 inh: -1%; BLM inh: -7%; POLI inh: -7%; Pol kappa inh: -9%; POLB inh: 1%; G9a block: 1%[59 µM]

Results for CCOCCCNC(=O)C(c1ccc(Cl)cc1)N(Cc1cccs1)C(=O)c1ccccn1 (stereo not given) ?
JMJD2A Tudor inh: -17%; BAZ2B block: 1%; Pol eta inh: -3%; APE1 inh: -3%; BLM inh: -2%; POLI inh: 99%[activator]; Pol kappa inh: -2%; POLB inh: 2%; G9a block: -1%

What do the screens show for `C=CCc1ccccc1OCC(CN1CCCCC1)OC(C)=O` (stereo not given)?
JMJD2A Tudor inh: -11%; BAZ2B block: -29%; Pol eta inh: -9%; APE1 inh: -1%; BLM inh: -1%; POLI inh: -12%; Pol kappa inh: 4%; POLB inh: 11%; G9a block: inconclusive

How did COc1cc(C(O)P(=O)(OCCC(C)C)c2ccc(N(C)C)cc2)cc(OC)c1OC (stereo not given) do in these assays?
JMJD2A Tudor inh: -14%; BAZ2B block: -13%; Pol eta inh: 0%; APE1 inh: 3%; BLM inh: -1%; POLI inh: 13%; Pol kappa inh: 1%; POLB inh: -26%; G9a block: 20%

Results for O=S(=O)(Nc1cccc2ccccc12)c1cccc2nonc12 ?
JMJD2A Tudor inh: -23%; BAZ2B block: inconclusive; Pol eta inh: -19%; APE1 inh: 1%; BLM inh: -10%; POLI inh: 41%[activator]; Pol kappa inh: 1%; POLB inh: 6%

What do the screens show for `Cc1ccc(CCN2CC(C(=O)NCCCN3CCCCCC3)CC2=O)cc1` (stereo not given)?
JMJD2A Tudor inh: -28%; BAZ2B block: 1%; Pol eta inh: 2%; APE1 inh: 18%; BLM inh: 3%; POLI inh: 20%; Pol kappa inh: 2%; POLB inh: 37%; G9a block: -50%[59 µM]

Retrieved one by one from above (three):
What do the screens show for `COC(=O)C1C(=O)C2=C(CC1C)NC(=O)CC2c1ccccc1` (stereo not given)?
JMJD2A Tudor inh: -4%; BAZ2B block: 11%; Pol eta inh: -16%; APE1 inh: 1%; BLM inh: 4%; POLI inh: 13%; Pol kappa inh: -6%; POLB inh: -4%; G9a block: 19%[12.7 µM]

Results for CCOCCCNC(=O)C(c1ccc(Cl)cc1)N(Cc1cccs1)C(=O)c1ccccn1 (stereo not given) ?
JMJD2A Tudor inh: -17%; BAZ2B block: 1%; Pol eta inh: -3%; APE1 inh: -3%; BLM inh: -2%; POLI inh: 99%[activator]; Pol kappa inh: -2%; POLB inh: 2%; G9a block: -1%

What do the screens show for `CCCCC(NS(=O)(=O)c1ccc(C)cc1)C(=O)Oc1ccc2c3c(c(=O)oc2c1)CCC3` (stereo not given)?
JMJD2A Tudor inh: -1%; BAZ2B block: 8%; Pol eta inh: -13%; APE1 inh: -1%; BLM inh: -7%; POLI inh: -7%; Pol kappa inh: -9%; POLB inh: 1%; G9a block: 1%[59 µM]

The listing picks up with the 2 entries that preceded the break.
Results for O=S(=O)(Nc1cccc2ccccc12)c1cccc2nonc12 ?
JMJD2A Tudor inh: -23%; BAZ2B block: inconclusive; Pol eta inh: -19%; APE1 inh: 1%; BLM inh: -10%; POLI inh: 41%[activator]; Pol kappa inh: 1%; POLB inh: 6%

What do the screens show for `Cc1ccc(CCN2CC(C(=O)NCCCN3CCCCCC3)CC2=O)cc1` (stereo not given)?
JMJD2A Tudor inh: -28%; BAZ2B block: 1%; Pol eta inh: 2%; APE1 inh: 18%; BLM inh: 3%; POLI inh: 20%; Pol kappa inh: 2%; POLB inh: 37%; G9a block: -50%[59 µM]

Results for O=C(Nc1ccccn1)c1ccc(COc2ccccc2Cl)o1 ?
JMJD2A Tudor inh: -7%; BAZ2B block: 14%; Pol eta inh: 0%; APE1 inh: -6%; BLM inh: -6%; POLI inh: 3%; Pol kappa inh: -18%; POLB inh: -1%; G9a block: 28%[59 µM]

Results for CCCOc1ccc(C(F)(F)F)cc1NS(=O)(=O)c1ccc(Cl)nc1 ?
JMJD2A Tudor inh: 13%; BAZ2B block: 7%; Pol eta inh: -18%; APE1 inh: -2%; POLI inh: 7%; Pol kappa inh: -15%; G9a block: -51%

Results for O=c1oc2cc(O)ccc2cc1-c1ccccc1 ?
JMJD2A Tudor inh: 57%[activator]; BAZ2B block: 20%; Pol eta inh: -13%; APE1 inh: 33%; BLM inh: 1%; POLI inh: -24%; Pol kappa inh: 12%; POLB inh: 9%; G9a block: 96%[activator]

How did C/C(=N\NC(=O)Cc1cccn1C)c1ccc2ccccc2c1 do in these assays?
JMJD2A Tudor inh: inconclusive; BAZ2B block: inconclusive; Pol eta inh: -5%; APE1 inh: 4%; BLM inh: -1%; POLI inh: 7%; Pol kappa inh: -10%; POLB inh: 19%; G9a block: 71µM*

How did O=C(Nc1ccc(O)cc1)/C(=C\c1cccs1)NC(=O)c1ccccc1 do in these assays?
JMJD2A Tudor inh: -19%; BAZ2B block: -3%; Pol eta inh: -10%; APE1 inh: 0%; BLM inh: 1%; POLI inh: -15%; Pol kappa inh: -1%; POLB inh: -11%; G9a block: -15%[59 µM]

What do the screens show for `COCCn1c(CNC(=O)c2cc([N+](=O)[O-])ccc2Cl)nc2cccnc21`?
JMJD2A Tudor inh: -20%; BAZ2B block: -1%; Pol eta inh: -18%; BLM inh: 0%; POLI inh: 12%; Pol kappa inh: -3%[60.1 µM]; POLB inh: -7%; G9a block: 1%[59 µM]

How did O=C1NC(c2cc3c(cc2Cl)OCO3)Oc2ccccc21 (stereo not given) do in these assays?
JMJD2A Tudor inh: -15%; BAZ2B block: 13%; Pol eta inh: -15%; APE1 inh: 0%; BLM inh: 3%; POLI inh: 12%; Pol kappa inh: -7%; POLB inh: 2%; G9a block: -7%

How did O=C(CSc1nnc(COc2ccccc2)n1-c1ccccc1)c1ccccc1 do in these assays?
JMJD2A Tudor inh: inconclusive; BAZ2B block: -4%; Pol eta inh: -15%; APE1 inh: -4%; BLM inh: -8%; POLI inh: 12%; Pol kappa inh: -10%; POLB inh: 5%

Results for O=C(CCCC(=O)Nc1ccccc1Br)N/N=C/c1c(F)cccc1Cl ?
JMJD2A Tudor inh: -13%; BAZ2B block: -18%; Pol eta inh: -13%; APE1 inh: 28%; BLM inh: -2%; POLI inh: 75%[activator]; Pol kappa inh: -4%; POLB inh: 14%; G9a block: 10%

What do the screens show for `COc1ccc(N2CCN(C(=O)CNC(=O)c3cn(-c4ccccc4OC)c(=O)c4ccccc34)CC2)cc1`?
JMJD2A Tudor inh: -15%; BAZ2B block: -11%; Pol eta inh: -11%; APE1 inh: 12%; BLM inh: -7%; POLI inh: 52%[activator]; Pol kappa inh: 0%; POLB inh: 11%; G9a block: -48%

How did Cc1cccc(NC(=O)CN2C(=O)N/C(=C\c3ccc(-c4cccc(C(=O)O)c4)o3)C2=O)c1 do in these assays?
JMJD2A Tudor inh: -18%; BAZ2B block: -20%; Pol eta inh: inconclusive; APE1 inh: inconclusive; BLM inh: -1%; POLI inh: inconclusive; Pol kappa inh: inconclusive; POLB inh: inconclusive; G9a block: 45µM*

How did Cn1c2c(c(=O)n(C)c1=O)CN(Cc1ccc(F)cc1)CN2 do in these assays?
JMJD2A Tudor inh: 1%; BAZ2B block: -1%; Pol eta inh: 0%; APE1 inh: -2%; BLM inh: 0%; POLI inh: 15%; Pol kappa inh: -8%; POLB inh: 11%; G9a block: -12%[2.33 µM]

Results for Cc1ccc(S(=O)(=O)NC(C)C(=O)NC2CCCCCC2)cc1 (stereo not given) ?
JMJD2A Tudor inh: -6%; BAZ2B block: 8%; Pol eta inh: -12%; APE1 inh: 12%; BLM inh: -11%; POLI inh: 24%; Pol kappa inh: -7%; POLB inh: 1%; G9a block: inconclusive

How did Cc1cccc(C(=O)NCCNC(=O)c2cccc(C)c2)c1 do in these assays?
JMJD2A Tudor inh: -8%; BAZ2B block: -5%; Pol eta inh: -18%; APE1 inh: -3%; BLM inh: 0%; POLI inh: 12%; Pol kappa inh: 3%; POLB inh: 28%; G9a block: 13%[59 µM]
